m5-HT2A agonist = agonists of mouse serotonin 5-HT2A receptor (HTR2A) | CHO-K1 mHTR2A beta-arrestin complementation, luminescence; percent of 30 µM serotonin response | activation, % at 7.6 µM | 360,000 tested, 0.66% active | P35363;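 active means activation above a run cutoff, the mean activation of all tested compounds plus 3 SD, cut at about 14% in these data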;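 further: 0% = plate median of compound wells and 100% = 30 µM serotonin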
Exocytosis inh = blocks lytic granule exocytosis | AID 651702 | inhibition, % at 10 µM | TALL-104 LAMP-1 surface exposure, flow cytometry; cells stimulated with thapsigargin and PMA | 360,000 tested, 0.66% active;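 active means inhibition above about 55%, limit read from the data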
PDI inh = blocks human protein disulfide isomerase activity; P07237; PDI insulin aggregation turbidity, A650, 90 min; 350,000 tested, 0.052% active; inhibition, % at 10 µM; AID 588391;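 active means mean inhibition across replicates of 30% or more, whatever share of single replicates reach that level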;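 further: absorbance from insulin aggregation driven by PDI reduction with DTT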
MC4R antag cAMP = blocks human MC4R cAMP signaling. MC4R-expressing cells, MTII-stimulated cAMP, LANCE TR-FRET. inhibition, % at 6.5 µM. 360,000 tested, 0.48% active;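 active means inhibition above its plate's cutoff, the mean of tested wells on that plate plus 3 SD, cut at about 29% in these data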;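 further: 0% = Melanotan II alone and 100% = Melanotan II plus saturating MCL0020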
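Material – human MC4R-expressing U2OS cells · Repeats – no replicates · Detection – TR-FRET with Eu-cAMP and labeled anti-cAMP, 671 nm · Times – compound 30 min, challenge 1 h, detection 1 h · Compound – single nominal compound dose of 6.5 µM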
ABHD5 PLIN5 PPI = ABHD5-PLIN5 protein interaction inhibition; Split G. princeps luciferase complementation, luminescence, 4 h; AID 602281; 360,000 tested, 0.78% active; Q00G26+Q8WTS1; inhibition, % at 4 µM;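 active means inhibition above the mean inhibition across every tested compound plus 3 SD, cut at about 22% in these data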;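 further: 0% = DMSO only wells and the 100% control is not disclosed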
CaV13 FRET inh = Primary screen for inhibitors of IQ motif and Ca2+-dependent inactivation inhibitor domain binding in CACNA1D, Förster resonance energy transfer in living cells, …. HEK cells, CFP/YFP FRET ICDI-IQ, plate reader, 10 min; percent FRET-ratio fall versus neutral wells. inhibition, % at 12.3 µM. 340,000 tested, 0.098% active. AID 743397;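 active means mean replicate inhibition of at least 30% and at least 1% of replicates passing that level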;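 further: 0% = median of the neutral control wells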
Glyco luc inh = N-linked glycosylation inhibition | reporter increase, % at 12.5 µM | D54 ERlucT glycosylation luciferase reporter, 24 h; percent of 100 nM tunicamycin response | 360,000 tested, 0.23% active | AID 588692;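 active means mean luciferase reporter signal, scaled so untreated is 0 and the glycosylation-blocking control 100, at or above a set limit in every replicate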;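 further: luciferase carries N-glycosylation sites so blocking glycosylation raises the light; 0% = median of neutral control wells and 100% = median of 100 nM tunicamycin wells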
Cardio protect = myocardial damage modulation in H9c2 cells; 360,000 tested, 0.63% active; H9c2 cardiomyocytes, H2O2 injury protection, ATPLite, 2 h; protection from H2O2 cell death, % at 20 µM;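 active means compounds giving at least 50% protection of heart cells from peroxide-induced death in the single-dose screen, raw or plate-pattern-corrected value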;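 further: 0% = DMSO wells with peroxide and 100% = DMSO wells without peroxide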
MC4R ag barr = human MC4R agonism via beta-arrestin; P32245; U2OS MC4R beta-arrestin complementation, luminescence; percent of melanotan II response, DMSO zero; activation, % at 8.9 µM; 360,000 tested, 0.98% active; AID 540308;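 active means activation above a per-plate cutoff, the mean activation of sample wells on that plate plus 3 SD, cut at about 8% in these data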
ABCB6 inh MLPCN = blocks the human ABCB6 transporter; Q9NP58; fluorescence ratio to DMSO, % at 10 µM; K562-ABCB6 porphyrin accumulation, flow cytometry, 1 h; stronger effect = lower value; 360,000 tested, 0.19% active;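 active means fluorescence ratio to DMSO below 75%, the collection mean minus 3 SD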;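 further: signal is porphyrin accumulated inside mitochondria; 100% equals median channel fluorescence of DMSO control wells; lower ratio means ABCB6 inhibition with less porphyrin fluorescence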
Target sequence (Q9NP58 whole entry, looked up): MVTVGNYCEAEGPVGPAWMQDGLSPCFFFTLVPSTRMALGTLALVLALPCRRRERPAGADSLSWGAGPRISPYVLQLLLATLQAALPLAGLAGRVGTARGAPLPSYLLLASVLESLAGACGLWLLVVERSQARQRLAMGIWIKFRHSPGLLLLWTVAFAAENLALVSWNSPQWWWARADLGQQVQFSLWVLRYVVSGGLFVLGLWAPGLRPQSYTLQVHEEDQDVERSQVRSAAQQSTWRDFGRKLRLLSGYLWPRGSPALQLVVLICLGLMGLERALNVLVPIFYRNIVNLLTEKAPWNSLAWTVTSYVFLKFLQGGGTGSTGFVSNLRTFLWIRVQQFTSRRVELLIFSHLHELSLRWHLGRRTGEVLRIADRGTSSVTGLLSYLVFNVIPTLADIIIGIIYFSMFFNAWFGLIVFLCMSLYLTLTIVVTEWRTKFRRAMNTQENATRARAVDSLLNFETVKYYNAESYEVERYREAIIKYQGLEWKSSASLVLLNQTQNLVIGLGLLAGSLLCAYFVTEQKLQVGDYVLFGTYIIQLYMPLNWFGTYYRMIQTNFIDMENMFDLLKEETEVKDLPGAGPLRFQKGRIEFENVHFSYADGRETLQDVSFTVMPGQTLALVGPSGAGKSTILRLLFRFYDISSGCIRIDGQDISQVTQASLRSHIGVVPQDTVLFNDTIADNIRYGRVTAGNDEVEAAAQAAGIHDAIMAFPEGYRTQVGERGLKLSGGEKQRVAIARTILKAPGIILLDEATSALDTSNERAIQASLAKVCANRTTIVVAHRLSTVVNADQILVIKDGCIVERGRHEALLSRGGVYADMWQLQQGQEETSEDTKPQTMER
* marks the source's active call; other numbers are inactive results; nt = not tested or not shown.

SMILES	m5-HT2A agonist	Exocytosis inh	PDI inh	MC4R antag cAMP	ABHD5 PLIN5 PPI	CaV13 FRET inh	Glyco luc inh	Cardio protect	MC4R ag barr	ABCB6 inh MLPCN
Cc1ccc(N(C(=O)c2snc(C(N)=O)c2N)C(CC(C)C)C(=O)NC2CCCC2)cc1 (centres undefined)	-3	48	-4	10	-2	-3	-7	4	-0.6	93
CCOC(=O)c1c(NC(=S)Nc2ccc(F)cc2)sc2c1CCC2	0	1	2	4	1	-4	-1	-10	11*	98
O=C1CCC([N+](=O)[O-])C(c2cc3c(cc2Cl)OCO3)N1 (centres undefined)	4	-16	-5	9	-2	-5	3	17	-0.8	99
Cc1ccc(C)c(CSc2nnc(-c3ccccn3)n2N)c1	-3	3	4	8	-1	-5	6	1	0.0	103
CN(Cc1ccccc1)S(=O)(=O)c1ccc(Cl)c(C(=O)OCC(=O)NC2CCS(=O)(=O)C2)c1 (centres undefined)	5	0	6	9	-3	-6	-1	2	-2.0	95
Cc1nnc2c(Oc3ccccc3)nc3ccccc3n12	3	0	2	-1	8	-1	3	14	-1.5	103
Fc1cccc(Cc2c(-c3cccc(Br)c3)nc3c(Cl)cc(C(F)(F)F)cn23)c1	3	3	nt	nt	-14	-10	2	5	nt	100
O=C(CSc1ccc(-c2cccnc2)nn1)Nc1ccccc1	-10	0	9	3	3	nt	1	0	-3.2	88
Cc1cc(C)cc(N=C2NC(=O)/C(=C/c3cccs3)S2)c1	6	0	0	-6	0	1	0	-8	-1.4	92
Cc1ccc2cc(CN(CCN3CCOCC3)C(=O)NCc3ccccc3)c(=O)[nH]c2c1C	13	20	15	5	15	nt	-2	4	-1.3	93
C[C@]12C=CC(=O)C=C1CC[C@@H]1C2[C@@H](O)C[C@@]2(C)C1CC[C@]2(O)C(=O)COC(=O)CCC(=O)O (some centres undefined)	-2	9	-16	3	-2	-20	5	-2	1.6	95
CCOc1ccccc1C1NC(=O)NC(C)=C1C(=O)OC1CCCC1C (centres undefined)	-2	-4	-6	4	-2	nt	0	10	8.0	92
Cc1nn(C(C)C(=O)NNC(=S)Nc2ccc(F)cc2)c(C)c1[N+](=O)[O-] (centres undefined)	4	2	-1	2	2	-5	4	-2	-1.8	105
CCCn1nnnc1SCC(=O)N1CCCC1	5	1	-5	12	-1	nt	2	3	-0.7	96
CCOC(=O)CNc1nc(Cl)nc(N2CCCCC2)n1	-8	-1	14	7	4	-5	1	-7	1.5	100
COc1ccc(C(=O)C=Cc2ccc(OCc3ccccc3)c(OC)c2)cc1OC	2	0	-5	8	4	-7	51*	10	-0.1	95
CC(O)CNc1nc2c(c(=O)n(Cc3ccc(Cl)c(Cl)c3)c(=O)n2C)n1C (centres undefined)	-4	46	-6	10	-8	0	0	16	1.3	102
COc1ccccc1C1=Nn2c(nnc2C2CCCCC2)SC1	1	10	-5	19	1	nt	0	-6	0.0	92
O=C(Nc1ccc(Cl)cc1Cl)C1CCCO1 (centres undefined)	1	-4	7	-1	1	0	-1	1	-0.4	102
Cc1ccc(C(=O)Nc2c(C)n(C)n(-c3ccccc3)c2=O)cc1S(=O)(=O)N1CCOCC1	-2	6	3	3	0	-7	3	0	-1.2	120
O=C(NCCOc1ccccc1)c1ccccc1[N+](=O)[O-]	3	1	5	-4	8	-2	1	0	-2.4	88
CC1CN(S(=O)(=O)c2cccc(C(=O)Nc3ccccc3N3CCCC3)c2)CC(C)O1 (centres undefined)	-3	4	3	10	0	-7	-2	8	-0.8	97
COc1cc(C2NC(=S)NC(C)=C2C(=O)Nc2cc(C)cc(C)c2)ccc1O (centres undefined)	-2	-2	6	8	-4	-3	1	-7	-1.5	94
COc1ccc(C(=O)NCN2CCN(c3ccccc3)CC2)cc1OC	-4	-4	-5	5	7	-3	0	5	-1.4	100
CN(C(=O)c1cc2c(=O)n3ccccc3nc2s1)C1CCCCC1	-3	1	2	-3	-1	-5	-9	-7	-2.6	99

Just Exocytosis inh, ABHD5 PLIN5 PPI and CaV13 FRET inh, for some of the entries so far:
SMILES	Exocytosis inh	ABHD5 PLIN5 PPI	CaV13 FRET inh
Fc1cccc(Cc2c(-c3cccc(Br)c3)nc3c(Cl)cc(C(F)(F)F)cn23)c1	3	-14	-10
O=C(CSc1ccc(-c2cccnc2)nn1)Nc1ccccc1	0	3	nt

Reformatted: 2 of the compounds above.
COc1cc(C2NC(=S)NC(C)=C2C(=O)Nc2cc(C)cc(C)c2)ccc1O (centres undefined)
- m5-HT2A agonist: -2
- Exocytosis inh: -2
- PDI inh: 6
- MC4R antag cAMP: 8
- ABHD5 PLIN5 PPI: -4
- CaV13 FRET inh: -3
- Glyco luc inh: 1
- Cardio protect: -7
- MC4R ag barr: -1.5
- ABCB6 inh MLPCN: 94

COc1ccc(C(=O)NCN2CCN(c3ccccc3)CC2)cc1OC
- m5-HT2A agonist: -4
- Exocytosis inh: -4
- PDI inh: -5
- MC4R antag cAMP: 5
- ABHD5 PLIN5 PPI: 7
- CaV13 FRET inh: -3
- Glyco luc inh: 0
- Cardio protect: 5
- MC4R ag barr: -1.4
- ABCB6 inh MLPCN: 100

Further compounds.
SMILES	m5-HT2A agonist	Exocytosis inh	PDI inh	MC4R antag cAMP	ABHD5 PLIN5 PPI	CaV13 FRET inh	Glyco luc inh	Cardio protect	MC4R ag barr	ABCB6 inh MLPCN
COc1ccc2nc(SCC(=O)NC(C)(C)C)[nH]c2c1	1	-2	-3	4	-2	nt	1	2	-2.0	100
CCOC(=O)C(Cc1ccccc1)C(=O)Nc1ccc(N(CC)CC)cc1 (centres undefined)	-8	-2	10	9	-4	-4	-1	-9	-2.0	95
COc1ccc(CCNC(=O)CNS(=O)(=O)c2ccc(F)c(Cl)c2)cc1OC	0	-2	1	3	-8	-2	1	4	-0.1	109
CCc1ccc(N(CC(=O)NCc2ccc(F)cc2)C(=O)c2csnn2)cc1	-4	5	-1	14	-2	4	1	-2	-1.5	103
CCCCCCC(C)OC(=O)Nc1cccc2ccccc12 (centres undefined)	10	-8	11	1	-5	-14	0	-7	2.7	98
O=S1(=O)CSCS(=O)(=O)C1	0	0	-1	8	-7	-18	0	2	-0.1	94
O=C(NCCCn1ccnc1)c1cc(-c2ccccc2)on1	4	2	14	-1	-4	-2	87*	0	-3.0	98
O=C(Nc1ccc(-c2nc3cccnc3s2)cc1)c1ccco1	3	0	nt	1	-1	-6	-13	6	-0.2	94
CC(C)Oc1ccc(F)cc1-c1cc(C(=O)NCc2ccc(F)cc2)[nH]n1	-8	-2	-10	4	-14	-7	-2	5	1.3	101
COc1ccccc1-c1nnc2sc(C3CCCCC3)nn12	4	0	0	-8	2	-5	-4	-5	-0.2	97
O=C(COc1ccccc1)Nc1ncc2c(n1)CCCC2=O	7	2	5	-1	-2	nt	4	0	-0.4	97
COCC(=O)N1CCCC(C(=O)c2ccc(-c3ccccc3)cc2)C1 (centres undefined)	-7	-1	-9	5	-4	-5	1	0	-1.9	95
CCCOc1ccc(CN2CCOCC2)cc1OC	2	-1	2	8	2	-2	-1	5	-0.1	101
CCOc1ccccc1N(CC(=O)NCCOC)C(=O)CCC(=O)Nc1ccccn1	3	-1	4	-7	2	-5	4	2	0.5	100
COc1ccc(-n2nnc3c(SCC(=O)NCc4ccco4)ncnc32)cc1	4	8	-2	14	8	-5	1	-17	5.9	108
CC1=CC(C)(C)N2C(=O)C3(SCC(=O)N3c3ccc(F)cc3)c3cc(C)cc1c32 (centres undefined)	-3	5	7	18	1	-4	-7	-10	6.9	98
COC(=O)CN1C(=O)[C@H]2[C@@H](c3ccc(C)o3)N3C(=O)CN(Cc4ccccn4)C(=O)[C@@]3(Cc3ccccc3)[C@H]2C1=O	4	1	-2	1	-11	-10	2	-2	0.0	99
COc1ccc(CCN2C(=O)C3C4C=CC(C5CC45)C3C2=O)cc1OC (centres undefined)	0	-4	-1	-1	2	-6	1	-7	-0.8	98
O=C1C2C3c4ccccc4C(c4ccccc43)C2C(=O)N1Cc1ccco1 (centres undefined)	6	-4	11	3	8	nt	-1	1	1.1	100
CCC(Sc1nnc(-c2ccco2)n1C)C(=O)Nc1nnc(C)s1 (centres undefined)	2	-8	6	11	1	-4	-2	15	-2.5	95
COc1ccc(CN2CCC(Oc3ccc(C(=O)NCc4ccccn4)cc3)CC2)c(F)c1	-4	5	-11	3	13	-7	nt	1	-0.3	97
COc1ccccc1CNS(=O)(=O)c1cc2c3c(c1)CCC(=O)N3CCC2	-3	4	-1	-3	-1	-1	-1	-8	-0.9	98
Clc1ccc(-c2cn3c(n2)SCC3)cc1	1	-2	-4	11	-1	-4	-2	-6	-0.6	101
O=C(c1cc(-c2cccs2)on1)N1CCN(c2ccc(F)cc2)CC1	-6	0	-3	12	4	-4	2	-7	2.6	91
CC(C)N(Cc1cnn(C)c1)Cc1nc(-c2ccc(Cl)cc2)no1	-4	0	-3	0	-2	4	0	-6	-2.5	96
CS(=O)(=O)c1ccc(C(=O)OCC(=O)NNC(=O)COc2ccc(Cl)cc2)cc1	3	1	3	17	11	-12	2	0	-2.2	96
CCCCc1cc(=O)oc2cc(C)cc(OCC(=O)N3CCC(C(=O)O)CC3)c12	-1	6	nt	4	6	nt	-3	5	-0.7	95
Cc1cc(NC(=O)CCC(=O)N(c2ccc(F)cc2)C(C(=O)NC2CCCC2)c2ccc(C)o2)no1 (centres undefined)	2	3	-11	-1	-3	-3	-3	0	-1.6	97
COc1cccc(NC2=NCC(=O)N2Cc2cccs2)c1	1	0	2	1	5	nt	-1	3	-1.4	94

Of the compounds above, these have a COOH group:
SMILES	m5-HT2A agonist	Exocytosis inh	PDI inh	MC4R antag cAMP	ABHD5 PLIN5 PPI	CaV13 FRET inh	Glyco luc inh	Cardio protect	MC4R ag barr	ABCB6 inh MLPCN
C[C@]12C=CC(=O)C=C1CC[C@@H]1C2[C@@H](O)C[C@@]2(C)C1CC[C@]2(O)C(=O)COC(=O)CCC(=O)O (some centres undefined)	-2	9	-16	3	-2	-20	5	-2	1.6	95
CCCCc1cc(=O)oc2cc(C)cc(OCC(=O)N3CCC(C(=O)O)CC3)c12	-1	6	nt	4	6	nt	-3	5	-0.7	95

Three of the entries above in order of their number in CaV13 FRET inh, lowest first:
SMILES	m5-HT2A agonist	Exocytosis inh	PDI inh	MC4R antag cAMP	ABHD5 PLIN5 PPI	CaV13 FRET inh	Glyco luc inh	MC4R ag barr	ABCB6 inh MLPCN
COC(=O)CN1C(=O)[C@H]2[C@@H](c3ccc(C)o3)N3C(=O)CN(Cc4ccccn4)C(=O)[C@@]3(Cc3ccccc3)[C@H]2C1=O	4	1	-2	1	-11	-10	2	0.0	99
CC(C)Oc1ccc(F)cc1-c1cc(C(=O)NCc2ccc(F)cc2)[nH]n1	-8	-2	-10	4	-14	-7	-2	1.3	101
CCc1ccc(N(CC(=O)NCc2ccc(F)cc2)C(=O)c2csnn2)cc1	-4	5	-1	14	-2	4	1	-1.5	103

From PubChem
